Screening data from PubChem.
CHOP UPR activ: activators of apoptotic CHOP UPR arm, primary screen, cell-based, CHO-CHOP luciferase reporter, luminescence, uHTS | UPR activation; percent of tunicamycin response over DMSO baseline | activation, % at 10 µM | 330,000 compounds, 0.34% hits;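 active = at 10 µM dose, activation of 40% or more, normalized to positive control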;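 note: 100% = tunicamycin at 10 µg/mL and 0% = DMSO alone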
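Test system: CHO CHOP reporter cells. Input: 500 CHO-CHOP cells per well. Medium: F12 with 10% FBS. Technique: luciferase luminescence. Measure: percent activation relative to tunicamycin control. Dosing: 10 µM compound, 0.5% DMSO. Timing: 16-18 h cell attachment, then 6 h compound exposure, 37 °C.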
Gli-Sufu block: Gli-Sufu pathway antagonists, primary screen, luciferase luminescence, Sufu-KO-LIGHT cells, uHTS | 340,000 compounds, 0.74% hits | Sufu-KO-LIGHT fibroblasts, Gli luciferase reporter luminescence | inhibition, % at 5 µM;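 active = inhibition above about 55%, limit read from the data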;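 note: 0% = DMSO-treated cells and 100% = wells with medium but no cells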
EBI2 block: EBI2 receptor antagonists, beta-arrestin recruitment, primary screen, cell-based, luminescence, 7a,25-OHC stimulation, uHTS; G-protein coupled receptor 183 (Homo sapiens), P32249; 360,000 compounds, 0.81% hits; inhibition, % at 5 µM; 7a,25-OHC stimulated; in the data active = inhibition above about 38%;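 note: enzyme fragment complementation signal reports receptor beta-arrestin coupling in cells; 0% = agonist plus DMSO wells and 100% = wells without agonist; some results beyond the cut were filed as inactive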
CXCR6 inh: CXCR6 receptor inhibitors, primary screen, cell-based, beta-arrestin, luminescence, CHO-K1 PathHunter, 1536-well | inhibition, % at 20 µM | C-X-C chemokine receptor type 6 (Homo sapiens), O00574 | 360,000 compounds, 0.36% hits; in the data active = inhibition above about 34%, passing the limit was not always enough;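 note: antagonist mode with CXCL16 agonist at 10 nM final; 0% = 10 nM CXCL16 with DMSO and 100% = unstimulated wells without agonist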
XBP1 UPR activ: activators of adaptive XBP1 UPR arm, primary screen, cell-based, CHO-XBP1 luciferase reporter, luminescence, uHTS; 330,000 compounds, 0.33% hits; activation, % at 20 µM; IRE1-XBP1 UPR activation; percent of tunicamycin response, DMSO as zero;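 active = versus positive control, 20 µM dose yields 30% or more activation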;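 note: 100% = tunicamycin at 10 µg/mL and 0% = DMSO only wells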
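Assay system: IRE1-XBP1 luciferase reporter CHO line. Input: 1000 cells/well. Buffer or medium: F12 with 10% serum. Doses: 20 µM, 1% DMSO. Times: overnight seeding at 37 °C, 6 h compound treatment at 37 °C. Technique: Steady-Glo luciferase glow luminescence, 10 min after reagent addition.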
Mdm2-MdmX inh: inhibitors of human Mdm2-MdmX association, primary screen, cell-based, luminescence, split luciferase, SaOS-2, uHTS; Protein Mdm4 (Homo sapiens) + E3 ubiquitin-protein ligase Mdm2 (Homo sapiens), …; SaOS-2 split-luciferase Mdm2/MdmX complementation; inhibition, % at 8 µM; 330,000 compounds, 3% hits;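 active = inhibition of at least 50% at 8 µM in the primary screen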
Target sequence (O15151 whole entry, looked up): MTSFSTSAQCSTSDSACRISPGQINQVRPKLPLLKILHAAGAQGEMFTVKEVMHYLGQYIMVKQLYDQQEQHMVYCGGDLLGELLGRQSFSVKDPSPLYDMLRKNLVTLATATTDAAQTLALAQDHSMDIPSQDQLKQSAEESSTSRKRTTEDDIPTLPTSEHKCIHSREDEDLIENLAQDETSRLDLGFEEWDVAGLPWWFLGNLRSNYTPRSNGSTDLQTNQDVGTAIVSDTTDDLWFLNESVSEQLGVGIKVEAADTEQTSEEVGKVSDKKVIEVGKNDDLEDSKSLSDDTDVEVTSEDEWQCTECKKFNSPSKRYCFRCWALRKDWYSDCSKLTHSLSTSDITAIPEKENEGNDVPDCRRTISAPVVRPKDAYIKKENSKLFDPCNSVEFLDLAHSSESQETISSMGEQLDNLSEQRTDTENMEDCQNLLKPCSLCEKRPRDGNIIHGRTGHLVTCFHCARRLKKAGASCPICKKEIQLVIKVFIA
Target sequence (Q00987 whole entry, looked up): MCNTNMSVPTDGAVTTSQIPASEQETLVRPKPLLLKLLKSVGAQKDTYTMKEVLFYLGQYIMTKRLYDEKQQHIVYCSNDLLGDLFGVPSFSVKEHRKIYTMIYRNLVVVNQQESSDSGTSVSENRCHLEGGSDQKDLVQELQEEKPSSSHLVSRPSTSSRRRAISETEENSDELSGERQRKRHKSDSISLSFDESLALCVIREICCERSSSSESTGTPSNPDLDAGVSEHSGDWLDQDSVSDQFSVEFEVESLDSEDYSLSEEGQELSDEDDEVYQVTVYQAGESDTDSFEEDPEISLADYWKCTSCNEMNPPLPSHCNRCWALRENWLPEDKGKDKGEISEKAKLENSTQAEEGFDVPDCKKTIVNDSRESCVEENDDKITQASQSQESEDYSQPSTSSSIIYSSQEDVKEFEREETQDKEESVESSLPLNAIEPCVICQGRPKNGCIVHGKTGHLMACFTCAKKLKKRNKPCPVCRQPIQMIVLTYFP
Jurkat NFkB inh: inhibitors of induced NF-kB luciferase reporter, primary screen, TCR NF-kB activation inhibitor project, cell-based, luminescence, uHTS. Jurkat, PMA/ionomycin-induced NF-kB luciferase reporter. inhibition, % at 4 µM. 330,000 compounds, 0.53% hits; in the data active = inhibition above about 50%
CCR6 antagonist: CCR6 receptor antagonists, primary screen, cell-based, CHO-K1, luminescence, beta-arrestin, uHTS | C-C chemokine receptor type 6 (Homo sapiens), P51684 | CHO-K1 CCR6 PathHunter beta-arrestin, CCL20-stimulated | inhibition, % at 20 µM | 340,000 compounds, 0.49% hits;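 active = compounds whose inhibition of the agonist-driven luminescence signal at 20 µM reaches about 50%, limit read from the data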;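 note: cells stimulated with CCL20 at 14 nM final; plate controls were DMSO with CCL20 for no effect and DMSO without agonist for full effect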
697 NFkB inh: inhibitors of PMA/ionomycin-induced NF-kB reporter, 697 cells, primary screen, B-cell NF-kB inhibitor project, cell-based, luminescence, uHTS | 330,000 compounds, 0.33% hits | AID 435022, 2010 | inhibition, % at 4 µM | 697 B-cell NF-kB luciferase reporter, 16 h; in the data active = inhibition above about 35%
* hit, by the source's call; / = no result given. Random draw from the library; about 5% have a hit in one of these screens.

SMILES	CHOP UPR activ	Gli-Sufu block	EBI2 block	CXCR6 inh	XBP1 UPR activ	Mdm2-MdmX inh	Jurkat NFkB inh	CCR6 antagonist	697 NFkB inh
CCS(=O)(=O)N1CCN(S(=O)(=O)c2ccccc2)CC1	0.1	-1	-1	-6	-2	11	-12	3	3
CCOc1cccc(C(=O)Nc2ccccc2C(=O)N2CCN(C)CC2)c1	0.3	-4	-5	0	-8	16	-11	15	-6
COc1cc(S(=O)(=O)NCCCN2CCOCC2)ccc1-n1cnnn1	1.2	-10	-3	1	-3	-28	7	2	-4
COC(=O)C1=C(C)N=C2SCCC(=O)N2C1c1ccc(OC(=O)c2ccco2)cc1 (stereo unspecified)	/	-14	-11	-10	/	/	/	14	/
Cc1ccccc1-n1nc2c(c1NC(=O)c1cccc(F)c1)CS(=O)C2 (stereo unspecified)	-0.7	7	-6	5	-1	10	-4	5	-2
NCCCCCc1nnc(SCc2ccc(Cl)c(Cl)c2)o1	0.2	11	2	-18	1	-14	2	3	13
CC1Sc2ccc(S(=O)(=O)N3CCC(C(=O)N(C)Cc4ccccc4)CC3)cc2NC1=O (stereo unspecified)	-0.7	16	-4	3	-12	17	15	1	-51
O=C(NC(=S)NNS(=O)(=O)c1ccccc1)c1cccnc1	-0.7	7	6	-2	-1	-1	15	1	16
O=C(CSc1nc(-c2ccccc2)c(-c2ccccc2)[nH]1)NCc1ccco1	0.2	-1	3	3	-1	53*	19	2	-2
COc1ccc(N2CCN(c3cc(C)c4ccccc4n3)CC2)cc1	-0.1	/	13	-3	-2	9	7	2	-24
Cc1ccc(NC(=O)c2ccc3c(c2)nnn3C)cc1	4.8	-30	6	-1	2	-6	-28	-9	-24
C#CCOC(=O)CCC(=O)NCCc1ccccc1	1.0	-2	2	-9	3	-19	-28	-16	-32
C/C(=C\c1ccc(C(=O)O)cc1)c1ccc2c(c1)C(C)(C)CCC2(C)C	-2.2	34	-8	2	1	58*	7	14	-77
COc1cc2nc(CN3CCOCC3)n(CC(=O)N3CCCCCC3)c(=O)c2cc1OC	-0.7	7	-20	-3	3	-12	0	10	12
CC(NC(=O)COC(=O)c1cccc(S(=O)(=O)N2CCCC2)c1)c1ccccc1 (stereo unspecified)	1.4	4	3	-3	5	-18	1	7	9
Cc1c(Cl)cccc1NC(=O)Nc1ccn(C)n1	1.2	6	1	-3	0	-15	13	4	0
CC(=O)c1c(C)[nH]c(C(=O)N2CCN(c3ccccn3)CC2)c1C	-1.5	9	-5	-11	-2	15	8	-2	3
Cc1occc1-c1nnc(SCC(=O)N2CCCCC2)o1	2.4	4	2	-2	-2	-12	-1	2	-2
COc1ccc2nc(NC(=O)Cc3ccc(OC)c(S(=O)(=O)N4CCOCC4)c3)sc2c1	0.1	-4	-5	-5	-3	42	-8	-19	-5
CCOC(=O)N1CCN(C(=O)c2noc3c2COc2ccccc2-3)CC1	4.2	-41	2	3	0	-59	-31	3	-48
Cc1c(NC2=CC(=O)CCC2)c(=O)n(-c2ccccc2)n1C	1.8	32	-2	3	-1	-12	5	-9	8
CCc1ccccc1OCC(=O)OCC(=O)N1CC(=O)Nc2ccccc21	3.0	3	-12	8	0	4	-15	15	15
COc1cc(SC)ccc1C(=O)Nc1ccccn1	1.5	-96	3	12	-4	-174	-166	8	-221
Fc1ccc(CN2CCCN(Cc3nc(-c4ccc5c(c4)OCO5)no3)CC2)cc1	-0.2	14	-1	6	3	-12	-9	13	-19
CCN(CC)CCNC(=O)c1ccc(NC(=O)c2ccc(F)cc2F)cc1	1.7	-24	-1	-3	-4	-20	0	-8	10
CN(Cc1ccccc1)C(=O)COC(=O)CCNC(=O)c1ccccc1Cl	-1.3	0	-11	8	-1	0	-6	4	7
C[N+](C)(C)CCOc1ccc([N+](=O)[O-])cc1	-1.4	-1	-8	-4	-3	16	7	5	4
CCOC(=O)c1c(NC(=O)C2COc3ccccc3O2)sc2c1CCN(Cc1ccccc1)C2 (stereo unspecified)	4.4	33	10	11	-2	-1	21	7	-11
CC(C)c1cc(C(N)=O)c(NC(=O)C2CCC2)s1	-0.6	1	-15	-12	2	4	-16	9	-1
CCN(C(=O)COC(=O)c1ccc(Cl)nc1)C1CCS(=O)(=O)C1 (stereo unspecified)	4.3	17	0	7	-2	13	-2	8	-2
O=S(=O)(NCC1CCCO1)c1cc(Cl)ccc1Br (stereo unspecified)	-0.6	-2	-8	-2	1	-3	6	7	21
CCCCCOc1cccc(C2C(C(=O)c3cccs3)=C(O)C(=O)N2CCN2CCOCC2)c1 (stereo unspecified)	-1.1	2	2	7	-2	10	-5	-5	-23
C#CCOCCOCCOCCNc1nc(N2CCN(C(=O)[C@H](Cc3ccc(O)cc3)n3cc(CCO)nn3)CC2)nc(N2CCN(C(=O)[C@H](Cc3ccc(O)cc3)n3cc(CCO)nn3)CC2)n1	0.8	/	/	/	5	-3	7	/	-4
CCn1c(COc2ccccc2OC)nnc1SCC(=O)NC1CCCC1	-1.4	12	7	-3	0	8	2	3	6
C/C(=C\C(=O)O)CC(=O)O	1.2	-13	-6	-5	3	29	8	17	16
COC(=O)CNC(c1ccccc1)c1cc(Br)ccc1NC(=O)OCc1ccccc1 (stereo unspecified)	-0.3	10	3	14	-2	3	-23	27	-49
COc1ccc(C(=O)NC2CCSc3ccccc32)cc1 (stereo unspecified)	-0.4	3	-2	1	2	14	9	1	-21
COc1cc(C(=O)N/N=C(\Cc2ncc[nH]2)c2ccccc2)cc(OC)c1OC	11	49	-3	16	3	54*	1	30	5
Cc1cc(C)cc(C(=O)NN2CCN(C)CC2)c1	-0.5	18	-1	-5	0	10	-2	-8	-1
CSc1cccc(NC(=O)CCc2ccccc2)c1	-1.9	2	1	4	-1	12	-16	6	9

Records above shown as hits in Mdm2-MdmX inh.
| Molecule | EBI2 block | CXCR6 inh | Mdm2-MdmX inh | Jurkat NFkB inh | CCR6 antagonist | 697 NFkB inh |
| --- | --- | --- | --- | --- | --- | --- |
| O=C(CSc1nc(-c2ccccc2)c(-c2ccccc2)[nH]1)NCc1ccco1 | 3 | 3 | 53* | 19 | 2 | -2 |
| C/C(=C\c1ccc(C(=O)O)cc1)c1ccc2c(c1)C(C)(C)CCC2(C)C | -8 | 2 | 58* | 7 | 14 | -77 |
| COc1cc(C(=O)N/N=C(\Cc2ncc[nH]2)c2ccccc2)cc(OC)c1OC | -3 | 16 | 54* | 1 | 30 | 5 |

Ordered by the number under Mdm2-MdmX inh (highest first): 5 of the compounds above
compound | Mdm2-MdmX inh
Cc1cc(C)cc(C(=O)NN2CCN(C)CC2)c1 | 10
CCn1c(COc2ccccc2OC)nnc1SCC(=O)NC1CCCC1 | 8
CN(Cc1ccccc1)C(=O)COC(=O)CCNC(=O)c1ccccc1Cl | 0
CCOC(=O)c1c(NC(=O)C2COc3ccccc3O2)sc2c1CCN(Cc1ccccc1)C2 (stereo unspecified) | -1
C#CCOCCOCCOCCNc1nc(N2CCN(C(=O)[C@H](Cc3ccc(O)cc3)n3cc(CCO)nn3)CC2)nc(N2CCN(C(=O)[C@H](Cc3ccc(O)cc3)n3cc(CCO)nn3)CC2)n1 | -3

Next structures
SMILES	CHOP UPR activ	Gli-Sufu block	EBI2 block	CXCR6 inh	XBP1 UPR activ	Mdm2-MdmX inh	Jurkat NFkB inh	CCR6 antagonist	697 NFkB inh
COc1ccc(C)cc1-n1nnnc1SCc1nc2ccccc2s1	4.1	18	10	-6	4	-92	-70	13	-72
Cn1c(C(=O)O)c(CC(=O)NCc2cccnc2)c2ccccc21	0.9	1	2	-4	-2	-32	6	-10	21
COc1ccc2cc(-c3cccnc3)ncc2c1	3.3	-54	-10	-3	3	-56	-129	4	-99
O=C(NNC(=O)C1CC1c1ccccc1)c1ccccc1[N+](=O)[O-] (stereo unspecified)	4.8	37	-7	-2	-1	-19	-6	-1	-9
COC(=O)C(=C/C=C/c1ccco1)C(=O)OC	2.8	-4	11	5	0	2	1	5	-19
CCOC(=O)C1CCN(C2=C(NS(=O)(=O)c3ccc(Br)cc3)C(=O)c3ccccc3C2=O)CC1	2.0	55	12	12	-4	11	-4	21	-13
Oc1ccccc1/C=N/n1c(COc2ccccc2)n[nH]c1=S	-0.5	-9	-10	-4	-1	6	-17	6	-5
COc1ccc(OCC(=O)N2CCN(S(=O)(=O)c3ccccc3[N+](=O)[O-])CC2)cc1	0.2	10	83*	-6	-1	-1	-8	11	20
COC(=O)[C@H]1[C@H]2C[C@@H]3c4[nH]c5cc(OC)ccc5c4CCN3C[C@H]2C[C@@H](OC(=O)c2ccc(N)cc2)[C@@H]1OC	1.3	-8	-2	-8	-2	14	-2	-7	20
CCOc1ccc(C(=O)NC2CCN(CC(=O)NCc3ccccc3)CC2)cc1	2.0	0	5	-2	1	-10	-5	6	7
C=CC(=O)Nc1cccc(Oc2cc(Cl)nc3[nH]ccc23)c1	2.6	-13	-14	-4	-2	80*	9	-5	-17
Clc1cccc(-c2nc3nc4ccccc4nc3n2Cc2ccco2)c1	6.0	14	13	9	4	3	-59	25	-149
Cc1ccc(S(=O)(=O)N(CC(=O)N2CCN(c3ccc(F)cc3)CC2)C2CCCCC2)cc1	0.7	4	8	9	0	14	11	15	-7
CN(C)C(=O)CSc1nnc(Cc2ccccc2)n1CC1CCCO1 (stereo unspecified)	0.3	-1	-6	-6	1	-10	-8	-3	2
COc1ccc(/C=C/c2c(-c3cccc(C)c3)oc3ccc(-c4ccc5c(c4)OCO5)cc23)cc1	1.2	2	/	/	1	7	10	5	-2

4 successive records out of the list so far, for reference:
SMILES	CHOP UPR activ	Gli-Sufu block	EBI2 block	CXCR6 inh	XBP1 UPR activ	Mdm2-MdmX inh	Jurkat NFkB inh	CCR6 antagonist	697 NFkB inh
COc1ccc(C)cc1-n1nnnc1SCc1nc2ccccc2s1	4.1	18	10	-6	4	-92	-70	13	-72
Cn1c(C(=O)O)c(CC(=O)NCc2cccnc2)c2ccccc21	0.9	1	2	-4	-2	-32	6	-10	21
COc1ccc2cc(-c3cccnc3)ncc2c1	3.3	-54	-10	-3	3	-56	-129	4	-99
O=C(NNC(=O)C1CC1c1ccccc1)c1ccccc1[N+](=O)[O-] (stereo unspecified)	4.8	37	-7	-2	-1	-19	-6	-1	-9
